BoNT-A LC inh2: inhibitors of Botulinum neurotoxin A light chain protease | multiplex microsphere protease substrate cleavage, flow cytometry | hit rate 0.17% among 360,000 | inhibition, % at 10 µM; note: plate controls were buffer without enzyme for full effect and enzyme alone for no effect
BoNT F protease: blocks Botulinum neurotoxin F light chain protease. Multiplex microsphere protease cleavage assay, flow cytometry. inhibition, % at 10 µM. hit rate 0.22% among 360,000. AID 588497; in the data active = inhibition above about 35%, passing the limit was not always enough; inconclusive = no clear call, values can overlap the other calls; note: plate controls were buffer without enzyme for full effect and enzyme alone for no effect
PrPC TRFRET: cell surface PrPC inhibition, primary TR-FRET screen; P04156; TR-FRET read-out; inhibition, % at 13.8 µM; hit rate 0.43% among 370,000; AID 720596; in the data active = inhibition above about 24%; note: 0% = median of the test wells and 100% = reference compound wells
CCHF vOTU inh: blocks the CCHF virus ovarian tumor domain protease. CCHFV vOTU protease, Pep-AMC fluorescence. inhibition, % at 11.5 µM. hit rate 0.55% among 370,000. AID 651958; in the data active = inhibition above about 30%; note: 0% = vehicle wells with enzyme and 100% = no enzyme wells
MazEF act: increases E. coli MazEF RNase cleavage of RNA; FAM/BHQ RNA-DNA oligo cleavage fluorescence, 5 h; P0AE70; hit rate 0.32% among 350,000; activation, % at 20 µM; in the data active = activation above about 50%
SSB-PriA inh: inhibitors of Klebsiella pneumoniae PriA binding to SSB C-terminal tail | AlphaScreen SSBct-PriA binding, biotinylated peptide | inhibition, % at 33 µM | hit rate 0.6% among 430,000; in the data active = inhibition mostly above about 37%, no sharp cut-off; inactive = mostly below about 20%;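 note: plate controls were negative control peptide for no effect and reference peptide for full effect; strong numbers were not always called active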
3CLpro inhibitor: SARS-CoV 3CLpro protease inhibition. P0C6X7. recombinant SARS-CoV 3CLpro, quenched FRET peptide cleavage. inhibition, % at 6 µM. hit rate 0.14% among 290,000. AID 1706; in the data active = inhibition above about 12%
Rv3671c inh: inhibitors of M. tuberculosis serine protease Rv3671c; P9WHR9; inhibition, % at 5.96 µM; hit rate 0.048% among 320,000; AID 2606; in the data active = inhibition above about 38%;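 note: extracellular domain of Rv3671c used as enzyme; 0% = enzyme with DMSO and 100% = no enzyme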
Anthrax LF inh2: inhibitors of Bacillus anthracis lethal factor protease; P15917; multiplex microsphere protease cleavage assay, LF; inhibition, % at 10 µM; hit rate 0.12% among 360,000; note: plate controls were buffer without enzyme for full effect and enzyme alone for no effect
Target sequence (P15917 whole entry, looked up): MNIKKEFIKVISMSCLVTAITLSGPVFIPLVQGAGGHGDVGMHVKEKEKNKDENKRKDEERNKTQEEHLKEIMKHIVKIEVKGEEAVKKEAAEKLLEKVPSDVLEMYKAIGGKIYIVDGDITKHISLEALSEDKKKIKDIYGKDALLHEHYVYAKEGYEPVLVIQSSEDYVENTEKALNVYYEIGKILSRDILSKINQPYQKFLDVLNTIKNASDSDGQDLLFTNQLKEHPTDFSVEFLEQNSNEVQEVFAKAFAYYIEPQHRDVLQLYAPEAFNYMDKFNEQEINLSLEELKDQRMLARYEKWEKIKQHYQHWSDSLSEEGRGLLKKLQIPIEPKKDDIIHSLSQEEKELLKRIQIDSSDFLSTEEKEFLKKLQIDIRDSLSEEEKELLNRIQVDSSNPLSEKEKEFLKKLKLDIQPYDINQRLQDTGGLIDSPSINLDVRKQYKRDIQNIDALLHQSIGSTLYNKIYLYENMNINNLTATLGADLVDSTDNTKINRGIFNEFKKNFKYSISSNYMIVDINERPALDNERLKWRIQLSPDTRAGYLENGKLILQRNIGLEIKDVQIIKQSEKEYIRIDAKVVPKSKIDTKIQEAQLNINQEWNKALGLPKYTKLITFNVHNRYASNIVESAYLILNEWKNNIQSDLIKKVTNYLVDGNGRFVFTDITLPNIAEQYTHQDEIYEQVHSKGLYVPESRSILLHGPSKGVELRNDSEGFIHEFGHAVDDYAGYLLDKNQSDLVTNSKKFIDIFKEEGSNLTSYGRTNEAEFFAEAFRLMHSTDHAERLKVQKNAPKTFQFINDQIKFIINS
VHR inh abs: inhibitors of human VHR1 phosphatase (DUSP3); recombinant VHR phosphatase, pNPP absorbance; inhibition, % at 13.3 µM; hit rate 0.52% among 290,000; AID 1654; in the data active = inhibition above about 50%; note: some compounds called inactive have numbers as strong as hits
Target sequence (P51452 whole entry, looked up): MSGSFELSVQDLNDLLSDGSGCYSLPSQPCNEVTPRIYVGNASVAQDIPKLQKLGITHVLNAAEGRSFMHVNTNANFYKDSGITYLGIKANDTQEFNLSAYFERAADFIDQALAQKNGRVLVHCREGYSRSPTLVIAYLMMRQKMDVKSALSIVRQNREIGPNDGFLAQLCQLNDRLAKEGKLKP
Active calls of the source: *; ? = inconclusive; . = not tested or not shown; & = joins results of further samples. Cut-off read from the data, not from the text of the source, unless noted: active = inhibition above about 30%; inconclusive = no clear call, values can overlap the other calls; inactive = below that. Some of the compounds tested; rates above refer to the full screens.

(1) CN1CCN(C(=O)C2=NOC3(C2)C(=O)Nc2ccccc23)CC1 (configuration not stated)
(2) CCN(CC(=O)Nc1ccccc1C(F)(F)F)C(=O)CCc1ccccc1
(3) O=S(=O)(NC1CCCCCCC1)c1ccccc1F
(4) O=C(O)c1ccc(CSc2nc3ccc(N4C(=O)C5C6C=CC(C6)C5C4=O)cc3s2)cc1 (configuration not stated)
(5) Cc1cc(CSCc2ccc(Cl)cc2)no1
assay / entry,1,2,3,4,5
BoNT-A LC inh2,0.9,2.4,-1.1,-0.3,-0.5
BoNT F protease,2,-15,-7,0,12
PrPC TRFRET,4,1,0,7,9
CCHF vOTU inh,-1,-7,1,-3,-8
MazEF act,.,6,3,-5,-1
SSB-PriA inh,.,-23,-11,-4,-21
3CLpro inhibitor,.,0,-1,2,6
Rv3671c inh,.,0,6,-14,3
Anthrax LF inh2,0,-9,8,-2,-6
VHR inh abs,.,-4,2,-4,3

(6) Cc1c(C(=O)NCC2COc3ccccc3O2)oc2ccc(S(=O)(=O)N(C)C3CCCCC3)cc12 (configuration not stated)
(7) O=C(CNC(=O)c1ccc(S(=O)(=O)N2CCCC2)cc1)N/N=C/c1ccco1
(8) O=C(Nc1ccc([N+](=O)[O-])cc1)Nc1ccc2[nH]c(=O)[nH]c2c1
(9) COc1ccc2c(CC(=O)NNC(=O)c3ccc(C)cc3)coc2c1
(10) COc1cc(C)c(CN2CCN(CC(=O)Nc3ccccc3C(=O)NC3CC3)CC2)cc1OC
assay / entry,6,7,8,9,10
BoNT-A LC inh2,0.6,0.3,-1.0,0.3,-0.9
BoNT F protease,-7,-2,-2,6,-7
PrPC TRFRET,-3,-3,-18,4,3
CCHF vOTU inh,-2,8,3,15,5
MazEF act,-9,-2,0,4,2
SSB-PriA inh,-6,.,13,-14,11
3CLpro inhibitor,-1,-1,-4,.,.
Rv3671c inh,-9,-8,11,-4,1
Anthrax LF inh2,-3,2,-5,-2,-16
VHR inh abs,52*,6,22,.,.

(11) COc1ccc(C(CNC(=O)CCNC(=O)c2ccc(Br)cc2)N2CCOCC2)cc1 (configuration not stated)
(12) COCCn1ccc(O)c(Cc2ccccc2)c1=O
(13) CC(CC(=O)NNC(=O)c1cccc(Cl)c1)c1ccccc1 (configuration not stated)
(14) COc1cc2c(cc1OC)CN(CC(=O)Nc1ccc(Cl)cc1Cl)CC2
(15) Nc1cc(-c2ccccc2)nn1S(=O)(=O)c1ccc(Br)cc1
assay / entry,11,12,13,14,15
BoNT-A LC inh2,-2.5,.,0.0,-1.7,0.1
BoNT F protease,5,.,13,-7,-2
PrPC TRFRET,4,0,-3,-2,18
CCHF vOTU inh,-7,-9,3,3,19
MazEF act,1,-7,2,-6,-7
SSB-PriA inh,-10,-18,-3,1,-4
3CLpro inhibitor,.,-5,5,5,3
Rv3671c inh,-4,6,3,-9,3
Anthrax LF inh2,-1,.,-2,-3,-1
VHR inh abs,.,5,31,3,-4

(16) Nc1ccccc1C(=O)NCc1ccc(Cl)cc1
(17) Cc1ccccc1NC(=O)CC(O)(C(F)(F)F)C(F)(F)F
(18) COc1ccccc1NS(=O)(=O)c1cc(C(=O)NCCCN2CCCC2=O)ccc1C
(19) Cc1cs/c(=N\N=C\c2ccccc2)n1Cc1ccco1
(20) O=C(NC1CCN(S(=O)(=O)c2ccccc2)CC1)c1cccc(F)c1
assay / entry,16,17,18,19,20
BoNT-A LC inh2,-0.4,-0.1,-0.4,0.3,-2.9
BoNT F protease,-10,-5,2,-8,-37
PrPC TRFRET,9,-9,4,7,2
CCHF vOTU inh,-31,11,2,1,-8
MazEF act,2,-10,-3,-7,7
SSB-PriA inh,-7,-17,-1,.,-21
3CLpro inhibitor,0,7,.,3,-5
Rv3671c inh,5,-6,.,8,-7
Anthrax LF inh2,-2,2,8,-2,-7
VHR inh abs,-3,43,.,21,-42

(21) O=C(c1ccc2[nH]ccc2c1)N1CCCC(Nc2ccccc2)C1 (configuration not stated)
(22) O=C(CSc1cccc[n+]1[O-])Nc1cc(S(=O)(=O)N2CCOCC2)ccc1Cl
(23) COCC1CCCC1OS(N)(=O)=O (configuration not stated)
(24) CC1(C(=O)NS(=O)(=O)c2ccc(Cl)cc2)CCN1C(=O)Cc1ccccc1 (configuration not stated)
(25) O=[N+]([O-])c1cc(-c2cnc3ccccc3n2)ccc1Oc1ccc(Br)cc1
assay / entry,21,22,23,24,25
BoNT-A LC inh2,-0.5,-1.5,-0.7,-0.9,0.1
BoNT F protease,-8,-5,0,2,-7
PrPC TRFRET,-1,-4,4,5,5
CCHF vOTU inh,5,-8,4,-12,-7
MazEF act,9,-3,12,.,3
SSB-PriA inh,-8,13,2,.,-3
3CLpro inhibitor,-2,-4,3,.,0
Rv3671c inh,10,-4,-7,.,-7
Anthrax LF inh2,-2,-3,-2,-2,-9
VHR inh abs,14,3,13,.,6

(26) CC(=O)Nc1ccc(S(=O)(=O)NC2CC3CCC2C3)cc1 (configuration not stated)
(27) Cc1ccc(N=Cc2sccc2C)cc1C
(28) CC1(C(=O)NCc2cccc(C(F)(F)F)c2)CCN1Cc1ccc2ccccc2c1 (configuration not stated)
(29) CC1CC=C(c2ccccc2)C(=S)N1 (configuration not stated)
(30) S=C1NCCOCCOCCOCCOCCNC(=S)NCCOCCOCCOCCOCCN1
assay / entry,26,27,28,29,30
BoNT-A LC inh2,-1.2,0.9,-0.2,?,-0.6
BoNT F protease,-38,-4,2,?,-12
PrPC TRFRET,-1,10,2,7,-9
CCHF vOTU inh,-8,7,17,-15,-20
MazEF act,1,1,.,-6,-4
SSB-PriA inh,-6,1,.,6,-13
3CLpro inhibitor,-4,-1,.,2,-1
Rv3671c inh,-3,6,.,2,-1
Anthrax LF inh2,-2,0,-12,25,-1
VHR inh abs,-4,-6,.,13,8

(31) Cc1nn2c(N3CCN(C(=O)c4ccco4)CC3)cc(C(C)(C)C)nc2c1-c1ccccc1
(32) CCOc1ccccc1N(CC(=O)NC(C)(C)C)C(=O)c1ccc(CN2CCOCC2)o1
(33) CCOC(=O)C1(C)CCN1C(=O)c1ccc(OC)cc1OC (configuration not stated)
(34) CCOC(=O)c1ccc(N2C(=O)CC(N3CCC(Nc4ccc(F)cc4)CC3)C2=O)cc1 (configuration not stated)
(35) O=C(CNc1ccc(F)cc1)N/N=C/C1CC=CCC1 (configuration not stated)
assay / entry,31,32,33,34,35
BoNT-A LC inh2,.,?,-0.3,19,-0.4
BoNT F protease,.,4,4,21,0
PrPC TRFRET,9,7,4,3,-6
CCHF vOTU inh,13,-4,-9,12,-7
MazEF act,3,0,.,2,-66
SSB-PriA inh,-14,1,.,4,.
3CLpro inhibitor,3,6,.,-5,8
Rv3671c inh,3,4,.,2,-1
Anthrax LF inh2,.,-1,2,3,0
VHR inh abs,11,0,.,23,7

Part of the list above in order of count of non-hydrogen atoms, rising.
(29) CC1CC=C(c2ccccc2)C(=S)N1 (configuration not stated)
(35) O=C(CNc1ccc(F)cc1)N/N=C/C1CC=CCC1 (configuration not stated)
(26) CC(=O)Nc1ccc(S(=O)(=O)NC2CC3CCC2C3)cc1 (configuration not stated)
(33) CCOC(=O)C1(C)CCN1C(=O)c1ccc(OC)cc1OC (configuration not stated)
(24) CC1(C(=O)NS(=O)(=O)c2ccc(Cl)cc2)CCN1C(=O)Cc1ccccc1 (configuration not stated)
(28) CC1(C(=O)NCc2cccc(C(F)(F)F)c2)CCN1Cc1ccc2ccccc2c1 (configuration not stated)
(32) CCOc1ccccc1N(CC(=O)NC(C)(C)C)C(=O)c1ccc(CN2CCOCC2)o1
assay / entry,29,35,26,33,24,28,32
BoNT-A LC inh2,?,-0.4,-1.2,-0.3,-0.9,-0.2,?
BoNT F protease,?,0,-38,4,2,2,4
PrPC TRFRET,7,-6,-1,4,5,2,7
CCHF vOTU inh,-15,-7,-8,-9,-12,17,-4
MazEF act,-6,-66,1,.,.,.,0
SSB-PriA inh,6,.,-6,.,.,.,1
3CLpro inhibitor,2,8,-4,.,.,.,6
Rv3671c inh,2,-1,-3,.,.,.,4
Anthrax LF inh2,25,0,-2,2,-2,-12,-1
VHR inh abs,13,7,-4,.,.,.,0

(31) Cc1nn2c(N3CCN(C(=O)c4ccco4)CC3)cc(C(C)(C)C)nc2c1-c1ccccc1
(30) S=C1NCCOCCOCCOCCOCCNC(=S)NCCOCCOCCOCCOCCN1
assay / entry,31,30
BoNT-A LC inh2,.,-0.6
BoNT F protease,.,-12
PrPC TRFRET,9,-9
CCHF vOTU inh,13,-20
MazEF act,3,-4
SSB-PriA inh,-14,-13
3CLpro inhibitor,3,-1
Rv3671c inh,3,-1
Anthrax LF inh2,.,-1
VHR inh abs,11,8

Remaining list, next part
(36) CC(C)Cc1c(O)nc(SCCN2CCOCC2)[nH]c1=O
(37) C=CCNC(=O)Cn1nc(-c2ccccc2)ccc1=O
(38) Cc1cc(SCc2cccc([N+](=O)[O-])c2)nc(=O)[nH]1
(39) Cc1ccccc1-c1nnc(SCC(=O)NC2CCCC2)o1
(40) O=C(NCCO)c1cc2c([nH]c3ccccc32)c(-c2ccc(F)cc2)n1
assay / entry,36,37,38,39,40
BoNT-A LC inh2,0.3,2.7,-1.1,-0.1,-0.6
BoNT F protease,6,8,-1,-2,-20
PrPC TRFRET,5,-14,-7,3,0
CCHF vOTU inh,0,7,4,-2,-12
MazEF act,2,-1,7,-1,3
SSB-PriA inh,-19,-14,3,-2,-2
3CLpro inhibitor,4,-1,3,6,0
Rv3671c inh,2,5,-3,0,.
Anthrax LF inh2,6,-7,-2,2,6
VHR inh abs,16,3,16,-16,24

(41) CCOc1ccc(-c2nnc(SCC(=O)NC3CC3)o2)cc1
(42) C/C(CCc1ccco1)=N\NC(=O)CNc1cccc2ccccc12
(43) COc1cccc(-n2c(N)c(C#N)c3ccc([N+](=O)[O-])cc3c2=O)c1
(44) CCOC(=O)C1=C(c2ccccc2)OC(N)=C(C#N)C1c1ccc(Br)s1 (configuration not stated)
(45) Cc1ccc(CCN2CC(C(=O)NCCCN3CCC(C)CC3)CC2=O)cc1 (configuration not stated)
assay / entry,41,42,43,44,45
BoNT-A LC inh2,-2.0,-0.6,.,0.1,-1.7
BoNT F protease,-4,-4,.,-3,0
PrPC TRFRET,2,-2,-14,11,-2
CCHF vOTU inh,-82,-27,6,0,0
MazEF act,1,-1,.,1,4
SSB-PriA inh,1,.,.,13,-15
3CLpro inhibitor,.,6,4,1,2
Rv3671c inh,-2,-4,-4,-8,-4
Anthrax LF inh2,-2,-1,.,2,5
VHR inh abs,.,11,-4,13,29

(46) COc1ccc(C(=O)N2CCOC2CNC(=O)C(=O)NCc2ccccc2)cc1 (configuration not stated)
(47) O=C(N/N=C/c1cccc([N+](=O)[O-])c1)c1cc(-c2ccc3c4c(cccc24)CC3)n[nH]1
(48) Cc1cc(NC(=O)CSc2nc(=O)n(CCN(C)C)c3c2CCCC3)no1
(49) Cc1ccc(NCC(=O)NNC2=NCCC2)c(C)c1
assay / entry,46,47,48,49
BoNT-A LC inh2,0.1,0.2,0.0,-0.1
BoNT F protease,-8,-1,10,3
PrPC TRFRET,-3,2,3,11
CCHF vOTU inh,-6,-3,8,-5
MazEF act,-21,7,0,-2
SSB-PriA inh,.,.,3&11,-4
3CLpro inhibitor,.,2,.,0
Rv3671c inh,.,-1,-2,-9
Anthrax LF inh2,-8,-1,5,-2
VHR inh abs,.,8,.,0

From PubChem
